ERG-DNA inh – blocks human ERG Ets domain binding to DNA | AID 624246 | fluorescence polarization, His-ERG Ets domain / labelled DNA | Potency, µM (highest dose often 76.9 µM), inactives show top-dose FP activity, negative = inhibition, usual class: inhibitors | P11308 | hit rate 0.028% among 370,000; active means well fitted inhibition curve with a large enough effect in the polarisation, with a control signal flat; inconclusive means small, poorly fitted or top-dose-only effect, or effect the other way, or a change in a side signal; inactive means no such curve, though single readings can be large or run the other way; the % refers to the polarisation;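 further: polarization taken with two DNA probes labelled with fluorescein and Texas red; potency means the concentration at half of the fitted maximal effect; % of control where 0% means no effect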
Target sequence (P11308 whole entry, looked up, the tested form may be a part): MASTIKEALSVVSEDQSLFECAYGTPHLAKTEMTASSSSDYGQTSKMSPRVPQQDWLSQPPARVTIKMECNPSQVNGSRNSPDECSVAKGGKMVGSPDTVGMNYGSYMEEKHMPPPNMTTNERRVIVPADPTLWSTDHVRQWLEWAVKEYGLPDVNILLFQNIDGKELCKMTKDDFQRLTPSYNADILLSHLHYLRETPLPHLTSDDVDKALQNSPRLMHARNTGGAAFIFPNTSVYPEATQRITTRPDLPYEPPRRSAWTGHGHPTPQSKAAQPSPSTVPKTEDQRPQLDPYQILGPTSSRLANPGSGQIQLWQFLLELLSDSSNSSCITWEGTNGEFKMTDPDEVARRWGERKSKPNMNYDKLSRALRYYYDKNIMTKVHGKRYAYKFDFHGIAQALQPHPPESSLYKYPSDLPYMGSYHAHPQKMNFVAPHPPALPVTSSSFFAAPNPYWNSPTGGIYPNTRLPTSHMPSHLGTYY
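His-tagged ERG Ets domain (1 uM in the protein solution; 300mM KCl, 50mM Tris-HCl, 1mM EDTA, 1mM DTT, pH 7.5) received compound, then a probe mix of 5 nM fluorescein-DNA and 100nM Texas-615-DNA. Fluorescence polarization was read for both dyes.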
TRHR ag – agonists of human TRH receptor. TRHR cells, calcium flux fluo-8, FDSS agonist mode. activation, % at 2 µM. hit rate 0.18% among 360,000; in the data active means activation above about 30%; further: 0% is about no effect
Target sequence (P34981 whole entry, looked up): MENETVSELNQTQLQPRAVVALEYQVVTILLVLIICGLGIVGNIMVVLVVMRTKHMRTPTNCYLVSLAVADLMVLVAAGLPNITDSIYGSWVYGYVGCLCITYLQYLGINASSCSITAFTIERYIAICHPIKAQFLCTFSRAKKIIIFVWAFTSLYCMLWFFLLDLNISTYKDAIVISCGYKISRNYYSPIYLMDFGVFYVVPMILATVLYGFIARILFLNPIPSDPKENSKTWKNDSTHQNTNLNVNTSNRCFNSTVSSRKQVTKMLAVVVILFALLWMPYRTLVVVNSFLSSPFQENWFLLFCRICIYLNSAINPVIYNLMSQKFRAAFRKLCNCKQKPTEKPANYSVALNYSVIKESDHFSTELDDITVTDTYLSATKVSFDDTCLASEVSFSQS
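TRHR-expressing cells loaded with fluo-8 calcium dye; 23 nL library compound pin-transferred, kinetic FDSS fluorescence (Ex 480/Em 530) recorded about 180 s for agonist-induced calcium release, before a 10 nM TRH EC20 addition for potentiator mode.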
Pol kappa inh – blocks human DNA polymerase kappa activity. Potency, µM (titrated, usually from 107 µM), without a hit: top-dose activity, negative = inhibition, actives largely listed as inhibitors. hit rate 0.53% among 400,000. purified Pol kappa, fluorescent DNA synthesis assay, 10 min. Q9UBT6. AID 588579; further: potency means the concentration at half of the fitted maximal effect; on the % scale 0 is the no-effect control and ±100 the full control effect
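Readout: fluorescence, taken kinetically at 0 and 10 min. Conditions: 10 nM Pol kappa, 15 min RT compound preincubation, 50 nM substrate final. Controls: enzyme-free buffer wells.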
12-LOX inh – inhibitors of human 12S-lipoxygenase ALOX12 | Potency, µM (top dose mostly 108 µM), for inactives: at the top dose activity change, negative = inhibition, actives largely listed as inhibitors | hit rate 1.1% among 580,000 | AID 1671190 | purified 12hLO, xylenol orange hydroperoxide absorbance; further: potency means the concentration at half of the fitted maximal effect; on the % scale 0 is the no-effect control and ±100 the full control effect
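Purified human 12hLO at 150 nM in 25 mM Hepes, 0.01% Triton X-100, pH 7.0, preincubated 15 min at room temperature with compound. Reaction started with 40 uM arachidonic acid, 30 min at room temperature. Hydroperoxide measured by Fe-xylenol orange, 573/405 nm absorbance ratio.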
Pol beta inh – inhibitors of human DNA polymerase beta; Pol beta primer extension/strand displacement, fluorescence kinetic; Potency, µM (highest dose often 114 µM), for the others: top-dose activity change, negative = inhibition, most hits filed as inhibitors; hit rate 1.3% among 340,000; AID 485314; further: potency means the concentration at half of the fitted maximal effect; on the % scale 0 is the no-effect control and ±100 the full control effect
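Preincubation: enzyme (10 nM) with compound, 15 min, RT. Reaction: substrate added to 50 nM final. Reads: 0 and 10 min. Analysis: normalized, Hill fit.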
Apoferritin bind – candidate novel general anesthetic via apoferritin binding. hit rate 0.074% among 350,000. apoferritin/1-aminoanthracene competitive binding, fluorescence. Potency, µM (doses to about 77.5 µM), without a hit: top-dose activity change, negative = displacement, usual class: inhibitors. P02791; further: potency means the concentration at half of the fitted maximal effect; on the % scale 0 is the no-effect control and ±100 the full control effect; nearly all actives have a fitted effect of over 20% in size
Target sequence (P02791 2-175 limits assumed): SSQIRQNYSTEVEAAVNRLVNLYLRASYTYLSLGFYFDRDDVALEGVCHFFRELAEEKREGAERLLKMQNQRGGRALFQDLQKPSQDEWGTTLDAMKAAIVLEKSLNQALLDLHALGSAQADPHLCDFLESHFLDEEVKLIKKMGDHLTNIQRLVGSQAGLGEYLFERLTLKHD
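Probe: 1-aminoanthracene (50% saturated, PBS). Protein: horse-spleen apoferritin, 10 uM. Incubation: 10 min, room temperature. Detection: 380 nm excitation, 535 nm emission. Analysis: normalized response, four-parameter Hill.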
POLI inh – inhibitors of human DNA polymerase iota; Q9UNA4; Pol iota fluorescent replication assay, 10 min; Potency, µM (titrated, usually from 115 µM), without a hit: at the highest dose activity, negative = inhibition, most hits filed as inhibitors; hit rate 1% among 390,000; AID 588590; further: potency means the concentration at half of the fitted maximal effect
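Pol iota at 10 nM preincubated 15 min with compounds at room temperature; reaction started with fluorescent substrate, 50 nM final. Fluorescence read kinetically at 0 and 10 min; buffer-only wells as negative control.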
BLM helicase inh – blocks DNA unwinding by human BLM helicase | P54132 | recombinant BLM DNA unwinding, fluorescence dequenching | Potency, µM (highest dose often 56.1 µM), inactives show at the highest dose activity change, negative = inhibition, hits mostly inhibitors | hit rate 0.2% among 350,000 | AID 2528;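 further: potency means the concentration at half of the fitted maximal effect; plate controls were vehicle for no effect and no enzyme for full effect; nearly all actives have a fitted effect of over 35% in size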
APE1 inh – inhibitors of human APE1 endonuclease; P27695; recombinant APE1, TAMRA/BHQ-2 abasic DNA cleavage fluorescence; Potency, µM (doses to about 65.8 µM), for the others: at the top dose activity change, negative = inhibition, actives largely listed as inhibitors; hit rate 0.35% among 350,000; AID 2517;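 further: potency means the concentration at half of the fitted maximal effect; plate controls were vehicle for no effect and reference inhibitor for full effect; nearly all actives have a fitted effect of over 55% in size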
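Step 1: APE1 (0.75 nM) with compound, 15 min RT. Step 2: add 50 nM fluorophore/quencher THF duplex. Step 3: three fluorescence reads 60 s apart (525/598 nm); read 3 minus read 1 = reaction progress.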
Numbers without * were called inactive; & = joins results of further samples; [ ] = dose if it differs, or a comment. Unless noted, the call rests on the fitted dose curve; in most records, active means well fitted curve in the direction sought with a large enough effect; inconclusive means small, poorly fitted or top-dose-only effect, or another doubt; inactive means no such curve, though single readings can be large; an effect the other way counts as inactive or inconclusive. An excerpt. The share of hits here may be higher or lower than overall.

Results for O=C(COC(=O)C1CCN(c2ccc(C(F)(F)F)cn2)CC1)c1ccccc1Cl ?
ERG-DNA inh: 2.7%; TRHR ag: 0.7; Pol kappa inh: -12.4%; 12-LOX inh: inconclusive; POLI inh: 19.8%; APE1 inh: -10.8%

How did COCCCNC(=O)CN1CCN(Cc2ccccc2Cl)C1=O do in these assays?
ERG-DNA inh: -5.0%; TRHR ag: -0.3; Pol kappa inh: -12.3%; 12-LOX inh: 18.6%; Pol beta inh: 18.2%; Apoferritin bind: -3.2%; POLI inh: -8.2%; BLM helicase inh: -11.5%; APE1 inh: -9.5%

How did COc1cccc(C2/C(=C(/O)c3ccc4c(c3)OCO4)C(=O)C(=O)N2CCN2CCOCC2)c1 (stereo not drawn) do in these assays?
ERG-DNA inh: -1.3%; TRHR ag: 0.8; Pol kappa inh: 4.7%; 12-LOX inh: -7.9%; Pol beta inh: 2.3%; Apoferritin bind: -8.6%; POLI inh: -6.8%; BLM helicase inh: -10.8%; APE1 inh: -1.8%

What do the screens show for `CSc1nn(Cc2cccc(F)c2)c(N(C(C)=O)C(C)=O)c1S(=O)(=O)c1ccccc1`?
ERG-DNA inh: -0.9%; TRHR ag: -0.8; Pol kappa inh: -31.5%; 12-LOX inh: -19.0%; Pol beta inh: -2.4%; Apoferritin bind: -1.7%; POLI inh: 6.3%; BLM helicase inh: -5.5%

How did COc1cccc(CNC(=O)c2ccc3c(c2)nnn3C2CCCC2)c1 do in these assays?
ERG-DNA inh: -4.8%; TRHR ag: -0.7; Pol kappa inh: -8.8%; 12-LOX inh: -0.2%; Pol beta inh: -20.6%; Apoferritin bind: inconclusive; POLI inh: -16.5%; BLM helicase inh: -2.1%

How did CCN(CC(=O)NCc1cccs1)C(=O)/C=C/c1cccc(Br)c1 do in these assays?
ERG-DNA inh: 19.1%; TRHR ag: 0.0; Pol kappa inh: -3.6%; 12-LOX inh: 7.2%; POLI inh: 105.9%[activator]; APE1 inh: 10.0%

Results for CCOc1ccc(NC2C=CS(=O)(=O)C2)cc1 (stereo not drawn) ?
ERG-DNA inh: -3.2%; TRHR ag: 5.2; Pol kappa inh: -10.6%; 12-LOX inh: -15.6%; Pol beta inh: -15.3%; Apoferritin bind: 5.5%; POLI inh: 2.7%; BLM helicase inh: 5.7%; APE1 inh: -0.6%

Results for N#Cc1ccccc1NC(=O)CNc1ccc(Cl)c(C(F)(F)F)c1 ?
ERG-DNA inh: -2.7%; TRHR ag: -0.5; Pol kappa inh: -4.5%; 12-LOX inh: 14.2%; Pol beta inh: -12.7%[57.1 µM]; Apoferritin bind: -4.3%; POLI inh: -14.2%; BLM helicase inh: -7.1%; APE1 inh: 2.0%

What do the screens show for `O=C(Oc1ccc(C(=S)N2CCOCC2)cc1)c1ccc([N+](=O)[O-])cc1`?
ERG-DNA inh: 0.0%; TRHR ag: 21.0; Pol kappa inh: 3.5%; 12-LOX inh: 0.0%; Pol beta inh: 11.9%; Apoferritin bind: -9.9%; POLI inh: 29.1%; BLM helicase inh: 0.1%; APE1 inh: -7.1%

How did CC(CCc1ccccc1)NC(=O)C1CCCN(c2nnc(-n3cccc3)s2)C1 (stereo not drawn) do in these assays?
ERG-DNA inh: -2.9%; TRHR ag: -1.2; Pol kappa inh: inconclusive; 12-LOX inh: 14.2%; Pol beta inh: 3.0%; Apoferritin bind: 0.6%; POLI inh: inconclusive; BLM helicase inh: 1.3%; APE1 inh: -6.5%

Results for COc1ccc(C=NCCC2(O)CC(C)N(C)CC2C)cc1 (stereo not drawn) ?
ERG-DNA inh: 8.3%; TRHR ag: 0.4; Pol kappa inh: -19.6%; 12-LOX inh: 76.0%[activator][57.4 µM]; Pol beta inh: 3.1%; Apoferritin bind: 7.7%; POLI inh: -3.6%; BLM helicase inh: -7.9%; APE1 inh: -5.0%

How did O=C(CCNC(=O)c1ccc([N+](=O)[O-])cc1)Nc1ccc(S(=O)(=O)N2CCOCC2)cc1 do in these assays?
ERG-DNA inh: -0.2%; TRHR ag: 0.1; Pol kappa inh: -8.0%; 12-LOX inh: -0.7%; POLI inh: 30.2%[activator]; APE1 inh: -10.7%

How did CCOc1ccc(-c2noc(CCC(=O)NCC3CCCO3)n2)cc1OC (stereo not drawn) do in these assays?
ERG-DNA inh: 18.7%; TRHR ag: 0.3; Pol kappa inh: 5.5%; 12-LOX inh: -0.4%; Pol beta inh: 1.6%; Apoferritin bind: -3.0%; POLI inh: 71.6%[activator]; BLM helicase inh: -2.7%; APE1 inh: 16.1%

How did Cc1c(Nc2scc(-c3ccccc3)[n+]2-c2ccccc2)c(=O)n(-c2ccccc2)n1C do in these assays?
ERG-DNA inh: -1.9%; TRHR ag: -2.0; Pol kappa inh: -12.9%; Pol beta inh: inconclusive; Apoferritin bind: -5.7%; POLI inh: 86.3%[activator]; BLM helicase inh: -2.1%; APE1 inh: -6.3%

Results for COc1ccc(N2CCN(CC(=O)Nc3sccc3C#N)CC2)cc1 ?
ERG-DNA inh: 1.2%; TRHR ag: 1.2; Pol kappa inh: -11.1%; 12-LOX inh: 9.1%; Pol beta inh: -3.6%; Apoferritin bind: 5.3%; POLI inh: 31.1%[activator]; BLM helicase inh: -21.0%; APE1 inh: 13.8%

What do the screens show for `Cc1c(/C=N/NC(=O)CNc2ccccc2)c2ccccn2c1C(=O)c1ccncc1`?
ERG-DNA inh: -1.3%; TRHR ag: -0.5; Pol kappa inh: -3.2%; 12-LOX inh: 6.5%; Pol beta inh: 14.4%; Apoferritin bind: inconclusive; POLI inh: 162.5%[activator]; BLM helicase inh: -2.1%; APE1 inh: -0.4%

Results for c1cc(-c2nnc(-c3ccncc3)o2)ccn1 ?
ERG-DNA inh: 0.3%; TRHR ag: 1.1; Pol kappa inh: -3.7%; 12-LOX inh: 4.0%; Pol beta inh: 21.8%; Apoferritin bind: -9.3%; POLI inh: 5.3%; BLM helicase inh: 1.4%; APE1 inh: 14.3%

How did CCc1nc(SCC(=O)Nc2ccc(N(CC)CC)cc2)n[nH]1 do in these assays?
ERG-DNA inh: -3.5%; Pol kappa inh: -16.6%; 12-LOX inh: 0.0%; POLI inh: 38.8%[activator]

What do the screens show for `CC(C)N1C(=O)C(=O)N(CC(=O)N2c3ccccc3NC(=O)CC2C)C1=O` (stereo not drawn)?
ERG-DNA inh: -1.6%; TRHR ag: 1.4; Pol kappa inh: -1.0%; 12-LOX inh: -55.5%; POLI inh: -4.2%; APE1 inh: 4.1%

Results for COc1cccc(/C=C/C(=O)OCC(=O)c2cc(C)n(CC3CCCO3)c2C)c1OC (stereo not drawn) ?
ERG-DNA inh: -4.0%; TRHR ag: -0.5; Pol kappa inh: 8.0%[60.1 µM]; 12-LOX inh: -14.5%; Pol beta inh: 3.4%[57.1 µM]; Apoferritin bind: 4.3%; POLI inh: -7.9%; BLM helicase inh: -3.0%; APE1 inh: -5.5%

For convenience, part of the list above:
What do the screens show for `CC(C)N1C(=O)C(=O)N(CC(=O)N2c3ccccc3NC(=O)CC2C)C1=O` (stereo not drawn)?
ERG-DNA inh: -1.6%; TRHR ag: 1.4; Pol kappa inh: -1.0%; 12-LOX inh: -55.5%; POLI inh: -4.2%; APE1 inh: 4.1%

Results for COc1cccc(/C=C/C(=O)OCC(=O)c2cc(C)n(CC3CCCO3)c2C)c1OC (stereo not drawn) ?
ERG-DNA inh: -4.0%; TRHR ag: -0.5; Pol kappa inh: 8.0%[60.1 µM]; 12-LOX inh: -14.5%; Pol beta inh: 3.4%[57.1 µM]; Apoferritin bind: 4.3%; POLI inh: -7.9%; BLM helicase inh: -3.0%; APE1 inh: -5.5%

Additional compounds follow.
What do the screens show for `CCC1CCCCN1C(=O)Cn1c(=O)n(CC2CCC(C(=O)NC)CC2)c(=O)c2sccc21` (stereo not drawn)?
ERG-DNA inh: -11.2%; TRHR ag: 0.0; Pol kappa inh: 0.0%; 12-LOX inh: -17.0%; Pol beta inh: 23.0%; Apoferritin bind: -15.8%; POLI inh: 3.7%; BLM helicase inh: -1.3%

What do the screens show for `COc1ccc(-c2cc(C)no2)cc1S(=O)(=O)N1CC(C)Oc2ccccc21` (stereo not drawn)?
ERG-DNA inh: 0.1%; TRHR ag: 2.0; Pol kappa inh: -10.4%; 12-LOX inh: -16.6%; Pol beta inh: -13.3%; Apoferritin bind: -5.7%; POLI inh: inconclusive; BLM helicase inh: -6.9%

How did Cc1ccccc1Cn1c(SCc2ccc(C(=O)NC(C)c3ccccc3)cc2)nc2ccncc21 (stereo not drawn) do in these assays?
ERG-DNA inh: 1.4%; TRHR ag: 0.5; Pol kappa inh: -8.2%; 12-LOX inh: -1.8%; Pol beta inh: 5.9%; Apoferritin bind: -4.9%; POLI inh: 12.0%; BLM helicase inh: -4.8%

Results for CC(CCc1ccccc1)NC(=O)COC(=O)c1ccc(S(C)(=O)=O)c([N+](=O)[O-])c1 (stereo not drawn) ?
ERG-DNA inh: 5.1%; TRHR ag: 0.3; Pol kappa inh: -6.9%; 12-LOX inh: -3.3%; Pol beta inh: -0.1%; Apoferritin bind: -15.2%; POLI inh: inconclusive; BLM helicase inh: -7.4%; APE1 inh: -3.2%

What do the screens show for `O=C(c1ccc(Cl)c(S(=O)(=O)N2CCCCCC2)c1)N1CCN(c2ccccn2)CC1`?
ERG-DNA inh: 3.5%; TRHR ag: -0.5; Pol kappa inh: 4.5%; 12-LOX inh: -6.6%&-10.3%; Pol beta inh: 33.1%; Apoferritin bind: -12.6%; POLI inh: -25.2%; BLM helicase inh: -6.5%; APE1 inh: 6.1%

Results for N/C(=N\OC(=O)c1ccccc1)C(Cc1ccccc1)C(=O)NOC(=O)c1ccccc1 (stereo not drawn) ?
ERG-DNA inh: -1.6%; Pol kappa inh: -7.2%; 12-LOX inh: inconclusive; POLI inh: 21.9%

Screening data: PubChem, National Center for Advancing Translational Sciences (NCATS)
